Compound activity as filed in PubChem BioAssay.
phage Ecoli inh: growth loss of phage-infected E. coli, primary screen, RecBCD inhibitor project, absorbance, with phage, HTS | inhibition, % at 11.9 µM | 360,000 compounds, 0.26% hits | AID 651602, 2012; in the data active = inhibition above about 11%
CAL PDZ FP-1: untagged CAL PDZ binding inhibitors, primary screen, biochemical, fluorescence polarization, HTS; purified CAL PDZ, TMR-peptide fluorescence polarization, 1 h; 300,000 compounds, 0.92% hits; AID 602252, 2012; inhibition, % at 24.9 µM; Golgi-associated PDZ and coiled-coil motif-containing protein (Homo sapiens), Q9HD26;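 active = mean inhibition of at least 30% with at least half of replicates also reaching 30%; inconclusive = no clear call, values can overlap the other calls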;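 also: 0% = DMSO neutral control and 100% = excess unlabeled competitor peptide PRC23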
Tat transport: E. coli Tat export inhibitors, primary screen, MC4100, TorA-mCherry reporter, fluorescence, single point | 340,000 compounds, 0.036% hits | inhibition, % at 10 µM;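 active = mean replicate inhibition at least 50% and at least half of replicates individually reaching 50%; inconclusive = only one of the two criteria met; inactive = neither criterion met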;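 also: exported cargo escapes ClpAP degradation while cytoplasmic cargo is degraded and loses fluorescence; 0% = median of neutral control wells and 100% = median of NaSCN control wells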
Ecoli viability: E. coli V3065 growth inhibition, primary screen, counter-screen for AddAB inhibitor project, absorbance, OD600; 18 h; inhibition, % at 11.9 µM; 330,000 compounds, 0.27% hits; AID 449728, 2010;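 active = inhibition above the campaign's mean inhibition across all tested compounds plus 3 SD, cut at about 9.9% in these data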;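 also: uninfected addAB+ strain grown without phage in ampicillin broth; 0% = DMSO wells and 100% = ciprofloxacin 0.95 µg/ml wells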
SR-BI DiI-HDL act: activators of SR-BI mediated DiI-HDL uptake, primary screen, ldlA[mSR-BI] CHO cells, DiI fluorescence | 320,000 compounds, 0.096% hits | 3 h; 100 = double the neutral-control signal | activation, % at 12.5 µM;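 active = mean replicate activation of at least 60% and every replicate at or above 60%; inconclusive = mean or all-replicate condition met, but not both; inactive = mean below 60% and not all replicates reaching 60%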;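 also: 0% = median plate neutral-control signal and 100% = twice that signal; values of inactives mirror those of a sister screen read the other way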
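Material – SR-BI-overexpressing, LDLR-lacking CHO cells · Medium – BSA-supplemented, HEPES-buffered Ham's F12, pH 7.4 · Doses – single concentration · Times – compound with DiI-HDL co-incubation, 3 h at 37 °C · Measured by – bottom-read fluorescence, 550/595 nm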
MITF TRPM1 HTS: activators of MITF-driven TRPM1 promoter reporter, primary screen, cell-based, SK-MEL-5, luciferase, single point; SK-MEL-5 TRPM1-promoter luciferase, 24 h; % of positive control, neutral wells = 0; activation, % at 12.5 µM; 300,000 compounds, 0.75% hits;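 active = mean activation of at least 80% with every replicate also reaching 80%; inconclusive = mean reaches 80% but some replicate falls short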;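 also: 0% = neutral control wells and 100% = parthenolide positive control wells; values of inactives mirror those of a sister screen read the other way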
SR-BI DiI inh: inhibitors of SR-BI mediated HDL lipid uptake, primary screen, ldlA[mSR-BI] cells, fluorescence, single point. 320,000 compounds, 0.96% hits. AID 488896, 2010. ldlA[mSR-BI] CHO cells, DiI-HDL uptake fluorescence, 3 h. inhibition, % at 12.5 µM;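 active = mean replicate inhibition of at least 70% and a set share of replicates each scoring 70 or more; inconclusive = meets just one of the two criteria; inactive = fails both criteria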;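 also: 0% = median of neutral control wells and 100% = median of positive control wells; values of inactives mirror those of a sister screen read the other way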
Target sequence (Q61009 whole entry, looked up): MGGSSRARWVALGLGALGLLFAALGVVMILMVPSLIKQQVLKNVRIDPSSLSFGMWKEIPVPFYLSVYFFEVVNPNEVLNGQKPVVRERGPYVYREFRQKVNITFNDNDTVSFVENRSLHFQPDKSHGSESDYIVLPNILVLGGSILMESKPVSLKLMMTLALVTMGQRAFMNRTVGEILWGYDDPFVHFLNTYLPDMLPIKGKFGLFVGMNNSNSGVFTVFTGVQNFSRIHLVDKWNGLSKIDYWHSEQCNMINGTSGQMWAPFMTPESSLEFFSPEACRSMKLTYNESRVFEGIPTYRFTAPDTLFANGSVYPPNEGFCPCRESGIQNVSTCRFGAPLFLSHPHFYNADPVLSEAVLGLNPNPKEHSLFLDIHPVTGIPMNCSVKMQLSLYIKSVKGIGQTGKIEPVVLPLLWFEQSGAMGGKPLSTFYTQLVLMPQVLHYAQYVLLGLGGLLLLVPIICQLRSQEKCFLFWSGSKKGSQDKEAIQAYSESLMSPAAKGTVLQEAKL
Wnt act: Wnt/beta-catenin pathway activators, primary screen, cell-based, plate reader, single point; Wnt/beta-catenin reporter cell assay, activator; activation, % at 9.35 µM; 300,000 compounds, 1.2% hits; AID 743398, 2014; in the data active = activation above about 30%, passing the limit was not always enough; inconclusive = no clear call, values can overlap the other calls;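 also: 0% = neutral control wells and 100% = positive control wells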
CAL PDZ FP-2: CAL PDZ peptide-binding inhibitors, primary screen, biochemical, fluorescence polarization, Cer-tagged CAL PDZ, HTS. Golgi-associated PDZ and coiled-coil motif-containing protein (Homo sapiens), Q9HD26. purified CAL PDZ, TMR-peptide fluorescence polarization, 1 h. inhibition, % at 20 µM. 330,000 compounds, 0.02% hits. AID 504414, 2011;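 active = highest replicate inhibition of at least 40%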;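 also: plate controls were DMSO neutral control wells for no effect and unlabeled competitor peptide control wells for full effect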
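Material: tagged CAL PDZ domain; buffer or medium: 25 mM sodium phosphate pH 7.4, 150 mM NaCl, TCEP, IgG, Thesit; compound dosing: single point, 20 µM; schedule: 1 h incubation at room temperature before polarization reading; measured by: FP readout, S and P plane fluorescence; read-out basis: percent inhibition from loss of millipolarization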
AddAB inh: growth inhibition of E. coli expressing H. pylori AddAB, primary screen, AddAB inhibitor project, absorbance; inhibition, % at 11.9 µM; 330,000 compounds, 0.29% hits; AID 435030, 2010; in the data active = inhibition above about 12%;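 also: 0% = vehicle wells of infected cells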
Active calls of the source: *; u = inconclusive; x = no result given. Outcome played no part in choosing rows; overall some 3.6% were active at least once.

Compound,MITF TRPM1 HTS,SR-BI DiI inh,CAL PDZ FP-2,AddAB inh,SR-BI DiI-HDL act,Tat transport,Ecoli viability,phage Ecoli inh,CAL PDZ FP-1,Wnt act
O=C(CCc1ccccc1)NCC(c1ccco1)N1CCc2ccccc21 (centres undefined),-32,-8,1.1,-1.0,8,-1,0.8,3.4,-3,-9
O=C1CCN(CCc2ccccc2)CCN1[C@H](CSc1ccccc1)c1ccccc1,13,-16,-2.5,2.4,16,9,-0.1,1.0,-3,3
O=c1oc2ccc(Br)cc2cc1S(=O)(=O)c1ccc(F)cc1,-5,-11,-0.3,-1.2,11,-8,-0.8,x,0,x
O=C1CN(C(=O)CSc2nncn2-c2ccccc2)c2ccccc2N1,-16,20,-0.2,0.1,-20,1,-2.8,2.3,-1,-3
O=C(CN1CCN(c2ccc([N+](=O)[O-])cc2)CC1)c1ccccc1,-13,1,0.2,1.7,-1,0,-0.9,1.8,-4,1
Cc1ccc(NC(=O)CN(C)C(=O)Cc2ccccc2F)cc1,7,x,-1.9,1.3,x,-6,0.4,2.3,-1,-2
CCOC(=O)CSc1nc2ccccc2c(=O)n1NC(=O)c1ccccc1,49,-8,-1.9,1.4,8,-11,-1.8,1.9,x,38*
CC(C)(C)NC(=O)NC(=O)Cn1ccsc1=N,-4,-25,0.3,1.4,25,-4,1.2,3.4,-1,-1
CC(NC(=O)Cc1ccccc1)C(=O)O (centres undefined),4,-9,-0.6,2.7,9,0,1.0,4.8,-4,-4
CCc1sc(NC(=O)CCC(=O)O)nc1-c1cc2ccccc2oc1=O,5,-23,-3.2,-0.4,23,1,-1.4,2.7,3,-1
CCOc1ccc(S(=O)(=O)N2CCN(C(=O)COc3ccc(Br)cc3)CC2)cc1,-4,23,0.3,1.2,-23,7,0.7,0.4,-1,-2
CCc1ccc(NC(=O)C(CC)Sc2nc3ccsc3c(=O)n2CCC(=O)O)cc1 (centres undefined),5,-25,-1.2,3.0,25,-10,-0.6,-0.2,x,2
C#CCOCCOCCOCCNc1nc(N2CCN(C(=O)[C@H](CCC(=O)O)n3cc(C(N)[C@H](C)CC)nn3)CC2)nc(N2CCN(C(=O)[C@H](Cc3ccc(O)cc3)n3cc(C(N)[C@H](C)CC)nn3)CC2)n1 (some centres undefined),-3,-6,-0.1,-0.2,6,15,-0.5,x,-3,x
CCc1ccc(CNC(=O)CCCn2nc(C)n3ccnc3c2=O)cc1,x,-6,-1.3,-1.9,6,-3,-0.8,2.6,-3,0
C=CCn1c(SCC(=O)NC2CC2)nnc1C1CC1,2,-17,-1.7,-1.6,17,4,-0.2,-0.4,8,5
CN(C)N1C(N)=C(C#N)C(c2ccccc2F)C2=C1CC(C)(C)CC2=O (centres undefined),0,3,0.1,0.7,-3,0,-0.3,2.6,-3,-1
CCS(=O)(=O)c1nn2c(N)c(/C=C3/C=CC(=O)C(OC)=C3)c(=O)nc2s1,2,-18,-3.8,4.5,18,1,-0.8,0.4,-3,-1
CC(C)c1ccc(CCNC(=O)CSC(=S)N2CCCC2)cc1,0,-6,-2.7,1.9,6,7,2.9,0.5,-1,-2
COc1cccc(NC(=O)CN(C)C(=O)c2ccc(S(=O)(=O)Nc3ccccc3F)cc2)c1,4,3,-1.8,x,-3,10,x,4.4,-7,0
Cc1ccc(NCCCn2cnc3c(OCc4ccccc4)ncnc32)cc1C,8,-9,0.1,x,9,14,x,1.0,-6,-2
Cc1oc(C(C)(C)C)cc1-c1cc(NC(=O)c2ccc([N+](=O)[O-])cc2)n[nH]1,-8,62,0.8,1.9,-62,6,-2.5,1.8,-3,-3
CC(C(c1cccs1)c1c(N)n(C)c(=O)n(C)c1=O)[N+](=O)[O-] (centres undefined),x,-18,0.3,0.6,18,0,-0.8,-0.4,6,0
COC(=O)c1sccc1NC(=O)Nc1ccc(F)cc1F,-1,17,-0.7,4.6,-17,16,1.2,1.3,-2,1
CC(O)C(NS(=O)(=O)c1ccc(Cl)cc1)C(=O)OCC(=O)Nc1cccnc1Cl (centres undefined),1,-31,-0.8,1.6,31,2,-2.0,3.4,-1,-1
CCOC(=O)c1cnn(-c2ncnc3sc4c(c23)CCC4)c1N,-12,57,-1.9,3.6,-57,-4,-3.3,2.5,-1,-1

(continued)
Compound,MITF TRPM1 HTS,SR-BI DiI inh,CAL PDZ FP-2,AddAB inh,SR-BI DiI-HDL act,Tat transport,Ecoli viability,phage Ecoli inh,CAL PDZ FP-1,Wnt act
COc1ccc2[nH]c3c(c2c1)CCN1C(=O)C(CC(=O)NCc2ccc(OC)c(OC)c2)C[C@H](C(=O)N2CCOCC2)[C@@]31C (some centres undefined),-4,-6,-0.3,-0.2,6,3,-0.2,-0.7,-1,0
O=C(Cc1cccc(NC(=O)C2CCN(C(=O)C3CCCCC3)CC2)c1)Nc1cccc(C(=O)N2CCCCC2)c1,-3,0,-0.2,x,0,4,x,0.7,-2,-1
Cc1oc2c(c1C(=O)Nc1cccc(C(=O)O)c1)CCCC2,5,-2,-2.6,-0.7,2,-2,0.8,0.8,-4,14
O=S(=O)(Nc1ccc2c(c1)OCO2)c1ccc(Cl)cc1F,8,30,-0.9,0.9,-30,-3,1.1,1.0,-2,-1
COc1ccc(N2CCN(C(c3ccc4ncccc4c3)c3nnnn3C(C)C)CC2)cc1 (centres undefined),-7,-3,-0.8,-1.2,3,-10,-0.6,0.1,-3,0
COc1ccccc1N(CC(=O)NC1CCCC1)C(=O)c1csnn1,-5,-7,-0.9,1.3,7,u,-0.4,1.4,2,1
C[C@H]1CC[C@@]2(O[C@@H](CCO)C[C@@H](O)[C@@H]2O)O1,0,0,-0.9,4.0,0,-6,-1.0,2.3,-4,-2
Fc1ccc(CSc2ncnc3scc(-c4ccccc4)c23)cc1,16,16,-1.0,1.8,-16,-5,0.2,0.9,-3,-4
O=C(NCc1ccccn1)NC12CC3CC(CC(C3)C1)C2,x,-6,-0.4,-2.4,6,-5,-0.9,2.5,76*,x
O=C(C1=COCCO1)N(Cc1nnc(-c2ccc(Cl)cc2)o1)C1CC1,9,-30,0.4,1.1,30,8,0.7,3.5,x,-2
COc1ccc(CC(NC(C)=O)C(=O)NC2CCN(c3c(Cc4ccccc4)c(C)nc4ncnn34)CC2)c(OC)c1 (centres undefined),x,10,-0.3,0.4,-10,5,-1.9,4.9,x,-1
O=C(Nc1nc2ccccc2n1Cc1ccccc1)c1ccc(COc2ccccc2[N+](=O)[O-])o1,-24,u,0.1,0.1,-72,-3,0.2,3.9,-3,-1
COc1cccc(-c2cc(C(=O)Nc3cccnc3Cl)no2)c1,59,10,-3.1,3.2,-10,5,0.6,1.3,-4,16
CN(c1ccccc1)c1nc(N)c([N+](=O)[O-])c(N2CCCCCC2)n1,x,46,0.4,-1.3,-46,12,1.7,1.1,-2,-1
NS(=O)(=O)c1ccc(CNC(=O)NC23CC4CC(CC(C4)C2)C3)cc1,-7,-9,-1.0,0.1,9,-2,-1.6,x,-2,-2
O=C(Nc1ccccc1)C(Cl)C(=O)c1ccccc1 (centres undefined),x,8,2.3,6.4,-8,-49,2.1,0.9,-1,-2
C/C(=N\NC(=O)c1ccncc1)c1cc2ccccc2oc1=O,-4,10,-1.1,5.0,-10,0,2.3,0.1,-1,-1
CC1CC(N(C(=O)c2ccco2)c2ccccc2)c2ccccc2N1C(=O)c1ccco1 (centres undefined),x,-10,-3.8,3.0,10,1,-0.4,1.2,-2,2
COC(=O)c1cc(OC)c(OC)cc1NC(=O)c1c(-c2ccccc2)noc1C,4,52,x,-0.8,-52,21,-1.0,x,-1,-3
COc1ccccc1-c1noc(Cn2cc(S(=O)(=O)N3CCCC3)ccc2=O)n1,-7,5,-1.8,0.4,-5,4,-1.9,-1.3,x,-4
COc1ccc(S(=O)(=O)NCc2cccnc2)cc1NC(=O)c1ccc(Cl)cc1,-6,43,-3.3,-0.1,-43,-2,0.4,-5.7,11,-4
CN1CCN(CC(=O)N/N=C/c2ccc(F)c(F)c2)CC1,6,-7,-0.1,4.0,7,-11,2.1,-1.8,-2,x
O=Cc1c(Cl)nc2ccccn2c1=O,-15,-5,-0.4,-1.6,5,-10,-0.6,-0.2,-6,0
CC(=O)c1ccc(S(=O)(=O)Nc2ccc(C(=O)NC3CC3)cc2)cc1,3,0,-2.5,x,0,-3,x,1.0,-3,3
Cc1c(CCC(=O)O)c(=O)oc2c(C)c3occ(-c4ccc(Cl)cc4)c3cc12,-1,2,-11,x,-2,6,x,0.9,-18,-1

New compounds follow:
Compound,MITF TRPM1 HTS,SR-BI DiI inh,CAL PDZ FP-2,AddAB inh,SR-BI DiI-HDL act,Tat transport,Ecoli viability,phage Ecoli inh,CAL PDZ FP-1,Wnt act
N#Cc1ccccc1OCC(=O)OCC(=O)NC1CC1,-4,7,-1.2,1.3,-7,0,-0.9,2.3,-2,1
COC(=O)c1cnn(C(=O)c2cc(OC)ccc2Br)c1N,-4,-15,-2.3,0.9,15,-8,1.5,1.4,x,12
COc1ccc(-c2c3c(=O)n(C)c(=O)n(C)c3cn2Cc2ccccn2)cc1,2,-27,0.4,-1.4,27,6,-0.7,-0.6,-2,0
Oc1c(C(c2cccs2)N2CCN(c3ccc(F)cc3)CC2)sc2ncnn12 (centres undefined),2,12,0.4,-1.7,-12,3,-0.8,2.6,-2,-2
O=C(NC1CC1)c1ccc(CS(=O)c2ccc(Br)cc2)o1 (centres undefined),-1,-7,-3.3,1.7,7,-9,0.6,-0.2,0,0
CSc1cccc(NC(=S)N(CCN(C)C)C(C)c2ccncc2)c1 (centres undefined),5,-7,0.2,1.5,7,-9,1.3,1.4,0,3
CS(=O)(=O)Nc1ccc(C2=NN(C(=O)c3ccco3)C(c3cccc(F)c3)C2)cc1 (centres undefined),0,17,-3.2,0.3,-17,-6,3.3,0.6,-2,3
O=C1NCCOC(=O)[C@H](Cc2ccc(F)cc2)C/C=C\C[C@@H]1CC(=O)N(CCO)Cc1ccccc1,-5,-9,-3.3,2.0,9,-8,0.7,4.5,-2,-2
